# Salmonella PhoP GFP: PhoP-dependent GFP reporter repression – Salmonella Typhimurium, primary screen (AID 1863); S. Typhimurium PhoP-regulated promoter GFP reporter, 4 h; higher % means a stronger effect; 300,000 compounds, 0.16% hits; inhibition, % at 50 µM, or IC50 in µM where a hit was titrated;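 active = inhibition over 29.93%, a cutoff 3 SD above the screen mean, later confirmed by dose response; inconclusive = inhibition over 29.93% but no dose response follow-up; inactive = inhibition at most 29.93% or unconfirmed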;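 also: 0% = low Mg2+ inducing control and 100% = high Mg2+ repressing control; strong numbers were not always called active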
# TNAP activators: human TNAP enzyme activators, primary screen, biochemical, luminescent, no phosphate acceptor, uHTS (AID 1001); purified TNAP, luminescent activation assay, no phosphate acceptor; higher activation fold means a stronger effect; one-dose activation fold at 20 µM; EC50 in µM for titrated hits; 200,000 compounds, 0.03% hits; in the data active = activation fold from about 3, or a potency from the dose series; inactive = the rest, 99 in 100 with activation fold below about 1.6; also: many of its hits are not listed in these tables
# MgcRacGAP inhibition: MgcRacGAP GTPase-activating activity inhibitors, confirmation, biochemical, ADP Hunter fluorescence. MgcRacGAP-stimulated Rac1 GTP hydrolysis, ADP Hunter fluorescence; higher % means a stronger effect; GST-tagged Rac1 F28L mutant substrate. inhibition, % at 30 µM, or IC50 in µM where a hit was titrated. 340,000 compounds, 0.6% hits. AID 624330;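 active = first-screen hits whose inhibition reached a set limit at any dose in the follow-up dose series; inconclusive = inhibition above the set first-screen limit but never retested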;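 also: fluorescence reports GDP produced by GAP-driven GTP hydrolysis; strong numbers were not always called active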
# K1F lysis inhibition: protection from phage-mediated lysis, alamar blue read-out – E. coli UTI89, K1F phage, bacterial capsule biogenesis inhibitors (AID 488966); E. coli UTI89 K1F phage lysis, alamar blue, 2 h; higher % means a stronger effect; inhibition, % at 100 µM, or IC50 in µM where a hit was titrated; 340,000 compounds, 0.02% hits;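 active = phage lysis inhibition, versus mean bacterial control, above a set limit; inconclusive = no clear call, values can overlap the other calls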;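 also: capsule biogenesis inhibitors block K1F phage lysis so surviving cells raise fluorescence; higher fluorescence means more inhibition of phage lysis; actives were called in the ten point dose series up to 300 µM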
# Large T inhibition: TAg ATPase/helicase activity blockers – biochemical (AID 1903). inhibition, % at 20 µM, or IC50 in µM where a hit was titrated. SV40 large T antigen ATPase/helicase inhibition assay; higher % means a stronger effect. 310,000 compounds, 0.39% hits; in the data active = a potency from the dose series; inconclusive = inhibition mostly from about 32% at the one dose, without a potency; inactive = the rest, 99 in 100 with inhibition below about 32%; also: strong numbers were not always called active
# T cell HTS: T cell immune modulators affecting CD8 T cell-vesicle binding; 330,000 compounds, 0.068% hits; 2C CD8+ T cell-vesicle binding, flow cytometry; active compounds read low; calls only at 7 µM; AID 2052;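 active = response, share of CD8 T cells binding vesicles, and their 90th percentile fluorescence all below set limits, cut at about 80% in these data, passing the limit was not always enough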
#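 Also added: QL9-peptide-loaded Drosophila micro-vesicles bearing Ld, ICAM-1 and B7-1; Test system: purified 2C TCR transgenic mouse naive CD8+ T cells; Measured by: cytometric PE anti-B7-1 and Alexa647 anti-CD8 signals after 1% paraformaldehyde fixation; Timing: binding step 1.5 h, 37 °C, antibody labelling 20 min, ice.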
# NTR1 agonist: agonists of NTR1, primary screen, imaging, U2OS cells, beta-arrestin-GFP, high content (AID 493036); P30989; NTR1-U2OS beta-arrestin-GFP spot imaging, agonist mode; activation, % at 20 µM; 330,000 compounds, 0.17% hits;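 active = activation at or above 40% of the spot to cytoplasm intensity ratio, with at least 20 cells analyzed; inconclusive = wells under 20 cells, flagged as cytotoxic or low count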;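 also: 0% = DMSO without peptide and 100% = 100 nM NTR1 peptide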
# Target sequence (P30989 whole entry, looked up): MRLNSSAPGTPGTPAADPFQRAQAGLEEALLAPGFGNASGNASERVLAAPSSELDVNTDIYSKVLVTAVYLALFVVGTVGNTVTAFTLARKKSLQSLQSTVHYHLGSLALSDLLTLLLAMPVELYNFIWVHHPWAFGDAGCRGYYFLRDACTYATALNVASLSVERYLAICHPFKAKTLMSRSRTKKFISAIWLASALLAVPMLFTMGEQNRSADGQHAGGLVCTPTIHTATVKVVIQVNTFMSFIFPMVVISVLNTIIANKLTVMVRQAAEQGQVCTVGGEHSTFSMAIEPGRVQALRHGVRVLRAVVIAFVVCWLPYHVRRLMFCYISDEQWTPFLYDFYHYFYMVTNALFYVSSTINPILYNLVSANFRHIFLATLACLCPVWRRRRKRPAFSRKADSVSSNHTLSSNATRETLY
# RSV antiviral HEp-2: inhibition of RSV-induced cytopathic effect – HEp-2 cells, primary 10 µM value included (AID 2391); 310,000 compounds, 0.13% hits; HEp-2 cells, RSV-induced CPE inhibition; higher % means a stronger effect; CPE inhibition, % at 10 µM, or IC50 in µM where a hit was titrated; in the data active = a potency from the dose series; inconclusive = CPE inhibition mostly from about 23% at the one dose, without a potency; inactive = the rest, 99 in 100 with CPE inhibition below about 21%; also: strong numbers were not always called active
# Myeloid diff 2: promotes myeloid progenitor differentiation; calls only at 10 µM; 360,000 compounds, 1% hits; AID 624256; ER-HoxA9 myeloid progenitors, lysozyme-GFP differentiation, flow cytometry;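 active = normalized GFP-positive differentiation at or above the plate's own cutoff, the solvent-only control mean plus 3 SD; inconclusive = no clear call, values can overlap the other calls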;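 also: cells exposed to compound for four days before flow analysis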
# T cell HTS vesicle-bound %: also measured in T cell HTS; calls as there; double positive events, %; measured here: CD8+ vesicle-bound cell fraction;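 binding gate set so that unloaded-vesicle control wells show 10% double positive cells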
# NTR1 agonist cell count 20 µM: second read-out of NTR1 agonist, no call of its own (marks repeat the call); cell count; measured here: cell count, cytotoxicity flag
# Myeloid diff 2 GFP+ MAC1+ %: second read-out of Myeloid diff 2, no call of its own (marks repeat the call); GFP+ MAC1+ double positive, %; measured here: differentiation confirmed by MAC1 staining
# * hit, by the source's call; i = inactive; ? = inconclusive; · = no result given; [ ] = remark or other dose.
SMILES,Salmonella PhoP GFP,TNAP activators,MgcRacGAP inhibition,K1F lysis inhibition,Large T inhibition,T cell HTS,T cell HTS vesicle-bound %,NTR1 agonist,NTR1 agonist cell count 20 µM,RSV antiviral HEp-2,Myeloid diff 2,Myeloid diff 2 GFP+ MAC1+ %
Cc1cc(C)nc(SCC(=O)NCC2COc3ccccc3O2)n1 (stereo not given),·,·,8%,1.7%[50 µM],·,i,43,-0.2,58,1.1%,i,0.4
Cc1ccc(CN2CC(C(=O)N3CCN(S(=O)(=O)c4cccc(F)c4)CC3)CC2=O)cc1 (stereo not given),-5%,·,4%,-1.3%,4%,i,39,-0.3,71,0.6%,i,0.3
CN(CC(=O)NCc1ccco1)S(=O)(=O)c1cccc2cccnc12,10%,1.1,7%,1.4%,3%,i,36,1.2,63,1.8%,i,1.0
O=C(Nc1cccc(Cl)c1)N(CCCN1CCOCC1)Cc1ccccc1F,-2%,1.1,1%,9.4%,8%,i,22,0.8,67,·,i,2.7
Cc1ccc(S(=O)(=O)/N=C(/c2ccc(F)cc2)N2CCOCC2)cc1,-3%,·,8%,2.5%[50 µM],11%,i,18,-0.2,62,0.4%,i,0.4
Cc1ccc(C)c(N(C)S(=O)(=O)c2cccc3nsnc23)c1,14%,1,5%,0.1%,-4%,i,39,-1.1,78,1.9%,i,0.7
CC1(C)Cc2nc(Cl)c(C(N)=O)cc2CO1,3%,·,13%,3.2%,5%,i,10,1.7,66,1.1%,i,0.6
CCOP(=O)(c1ccccc1)c1nc(-c2ccccc2C)oc1N1CCCCC1 (stereo not given),0%,0.9,·,·,2%,i,32,6.1,37,21%,·,·
O=C(C[C@@H]1C/C=C\C[C@H](Cc2ccc(F)cc2)C(=O)OCCNC1=O)N[C@H](CO)Cc1ccccc1,·,·,6%,-0.3%,·,i,14,0.0,54,·,i,2.7
CC1CCC(NC(=O)CSc2nncn2C)CC1 (stereo not given),·,·,8%,-1.9%,·,i,57,2.0,40,·,i,0.8
CC(=O)c1ccc(OCC(O)CN2CCN(S(=O)(=O)c3c(C)c(C)cc(C)c3C)CC2)cc1 (stereo not given),11%,·,4%,0.1%,23%,i,42,2.1,45,3.5%,i,0.2
CN(CC(=O)NCCc1ccc(F)cc1)Cc1cccs1,-2%,1.1,1%,0.2%,13%,i,57,-1.9,49,1.0%,i,1.1
CC1CCCN(CCC(=O)Nc2ccc(Br)cc2)C1 (stereo not given),2%,1.1,4%,0.5%,6%,i,13,-0.4,57,-2.6%,i,0.3
Cc1ccc2c(c1)N(CC(=O)NC1CCCC1)C(=O)C(C)O2 (stereo not given),1%,·,7%,0.3%,2%,i,22,-0.3,50,-0.1%,i,1.9
COc1cc(OC)c(CNC2CCCCCC2)cc1Br,-5%,1,25%,0.0%,0%,i,24,-0.3,47,-1.5%,i,1.3

# Arranged by formula weight (largest number first): 9 of the compounds above
SMILES,Salmonella PhoP GFP,TNAP activators,MgcRacGAP inhibition,K1F lysis inhibition,Large T inhibition,T cell HTS,T cell HTS vesicle-bound %,NTR1 agonist,NTR1 agonist cell count 20 µM,RSV antiviral HEp-2,Myeloid diff 2,Myeloid diff 2 GFP+ MAC1+ %
O=C(C[C@@H]1C/C=C\C[C@H](Cc2ccc(F)cc2)C(=O)OCCNC1=O)N[C@H](CO)Cc1ccccc1,·,·,6%,-0.3%,·,i,14,0.0,54,·,i,2.7
CC(=O)c1ccc(OCC(O)CN2CCN(S(=O)(=O)c3c(C)c(C)cc(C)c3C)CC2)cc1 (stereo not given),11%,·,4%,0.1%,23%,i,42,2.1,45,3.5%,i,0.2
CCOP(=O)(c1ccccc1)c1nc(-c2ccccc2C)oc1N1CCCCC1 (stereo not given),0%,0.9,·,·,2%,i,32,6.1,37,21%,·,·
Cc1ccc(S(=O)(=O)/N=C(/c2ccc(F)cc2)N2CCOCC2)cc1,-3%,·,8%,2.5%[50 µM],11%,i,18,-0.2,62,0.4%,i,0.4
COc1cc(OC)c(CNC2CCCCCC2)cc1Br,-5%,1,25%,0.0%,0%,i,24,-0.3,47,-1.5%,i,1.3
Cc1ccc(C)c(N(C)S(=O)(=O)c2cccc3nsnc23)c1,14%,1,5%,0.1%,-4%,i,39,-1.1,78,1.9%,i,0.7
CN(CC(=O)NCCc1ccc(F)cc1)Cc1cccs1,-2%,1.1,1%,0.2%,13%,i,57,-1.9,49,1.0%,i,1.1
CC1CCC(NC(=O)CSc2nncn2C)CC1 (stereo not given),·,·,8%,-1.9%,·,i,57,2.0,40,·,i,0.8
CC1(C)Cc2nc(Cl)c(C(N)=O)cc2CO1,3%,·,13%,3.2%,5%,i,10,1.7,66,1.1%,i,0.6

# (list continues)
SMILES,Salmonella PhoP GFP,TNAP activators,MgcRacGAP inhibition,K1F lysis inhibition,Large T inhibition,T cell HTS,T cell HTS vesicle-bound %,NTR1 agonist,NTR1 agonist cell count 20 µM,RSV antiviral HEp-2,Myeloid diff 2,Myeloid diff 2 GFP+ MAC1+ %
CC(OC(=O)c1snc(C(=O)NC2CCCCC2)c1N)C(=O)NC(C)(C)C (stereo not given),-9%,1.1,5%,2.7%,4%,i,36,-1.4,65,1.8%,i,0.4
CSc1ccc(Cl)c(C(=O)Nc2nccs2)c1,-7%,·,10%,-0.2%,8%,i,50,-0.1,47,1.9%,i,0.7
O=C(NC1CCCC1)C1CCCN(S(=O)(=O)c2ccc(F)cc2)C1 (stereo not given),11%,·,6%,0.6%,-1%,i,14,1.5,68,-0.1%,i,1.1
COc1ccc(/C=N/n2c(=O)[nH]c3c([nH]c4ccc(Cl)cc43)c2=O)cc1CN1CCCCC1,-6%,·,13%,-0.8%,14%,i,28,2.0,51,·,i,0.8
CC(=O)Nc1ccc(NC(=O)COc2ccc(-c3ccccc3)cc2)cc1,-3%,·,10%,1.5%[50 µM],5%,i,9,-1.5,73,0.8%,i,1.1
CC1C2NC(=O)N(Cc3ccccc3)C1(C)Oc1ccccc12 (stereo not given),-1%,0.9,10%,1.1%,8%,i,43,-0.2,49,0.7%,i,0.3
CCn1c(SCC(=O)c2ccc(C)cc2)nnc1-c1ccoc1C,1%,0.9,10%,12%,10%,i,34,0.4,71,3.0%,i,0.7
O=C1CC(c2ccccc2)CC(O)=C1C=Nc1ccccc1O (stereo not given),1%,1,5%,0.0%,6%,i,48,1.0,81,0.5%,i,0.5
CC1CCCCN1Cc1c(O)ccc2c(=O)c(-c3ccc(Cl)cc3)coc12 (stereo not given),10%,·,7%,1.3%[50 µM],2%,i,46,0.9,59,1.3%,i,0.4
NC(=O)CN1C(=O)C2C3c4ccccc4C(c4ccccc43)C2C1=O (stereo not given),-3%,1,12%,0.3%,0%,i,44,-0.3,46,0.8%,i,0.8
CCSc1n[nH]c(=S)s1,1%,1.1,10%,0.9%,8%,i,24,0.4,42,-0.7%,i,0.5
O=C(N/N=C1\CCCc2ccccc21)c1ccccc1[N+](=O)[O-],0%,1,3%,-0.1%,2%,i,58,-1.0,88,1.4%,i,1.6
O=C(NCc1ccccc1Cl)C1CCC(=O)N(CC2CCCCC2)C1 (stereo not given),0%,·,8%,0.0%,12%,i,22,-0.5,62,1.4%,i,0.8
Cc1ccc(C)c(NS(=O)(=O)c2ccc(-c3coc(C)n3)cc2)c1,-5%,·,·,-0.4%,10%,i,20,-0.1,58,21%,?,·
CCn1cnc2sc(C(=O)Oc3ccc(Br)cc3)c(C)c2c1=O,-6%,1.1,·,·,19%,i,33,2.7,69,-0.6%,i,0.2
CCOC(=O)C1=C(C)Nc2ccccc2S1,-9%,·,53µM*,4.1%,23%,i,52,3.7,56,·,i,0.1
O=C(N/N=C/c1ccc(O)c(O)c1)C1c2ccccc2Oc2ccccc21,9%,0.5,51µM*,0.1%,?,i,1,1.1,78,2.4%,i,0.6
CC(Oc1ccc(Br)cc1)C(=O)NC1CCCCCC1 (stereo not given),·,·,1%,1.3%[50 µM],·,i,41,-0.5,54,0.1%,i,0.8
COc1ccc(N2CCN(S(=O)(=O)CCNC(=O)c3ccc4c(c3)OCO4)CC2)cc1,-1%,·,11%,0.6%[50 µM],11%,i,53,-0.2,51,1.0%,i,1.3
CC(C)=NNC1=NC(C)(C)Cc2ccccc21,-11%,·,11%,-0.4%,-11%,i,48,0.5,56,·,i,0.1
CCCn1c(CCC(=O)O)ccc1-c1ccc(OC)cc1,10%,1.1,-4%,0.0%,11%,i,12,0.3,55,2.3%,i,9.3
Cc1ccc(S(=O)(=O)N(C)CC(=O)Nc2ccncc2)cc1,-2%,1.1,8%,-0.8%,7%,i,37,2.0,57,0.7%,i,1.5
O=S(=O)(NCC(c1ccc2c(c1)OCO2)N1CCOCC1)c1ccc(Br)cc1 (stereo not given),-3%,·,5%,0.0%[50 µM],15%,i,32,-0.5,53,-1.2%,i,1.2
Cc1ccc(-n2c(=O)[nH]c3cc(C(=O)NC4CCN(Cc5ccccc5)CC4)ccc3c2=O)cc1,-4%,1.1,3%,1.2%,18%,i,51,-1.2,94,0.5%,i,0.5
COC(=O)c1ccc(CSc2cc(C)c3cc(C)cc(C)c3n2)o1,6%,1.1,13%,7.7%,28%,i,14,6.0,34,-1.1%,i,0.3
COc1cccc(CN2CCCC(C(=O)N3CCCCC3)C2)c1OC (stereo not given),11%,1.1,?,0.0%,10%,i,47,1.7,82,-0.5%,i,0.7

# Bioassay records from PubChem BioAssay.
